Screening results (PubChem)
NOD1 NF-kB reporter = inhibition of NOD1-driven NF-kB reporter – cell-based, luminescence, uHTS, primary screen (AID 1578); NOD1-driven NF-kB luciferase reporter cells, luminescence; higher % means a stronger effect; inhibition, % at 4 µM; hits with a dose series show EC50 in µM; 290,000 compounds, 1% hits; in the data active = inhibition mostly above about 36%, no sharp cut-off; inactive = mostly below about 34%;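 also: HEK-293T reporter cells stimulated with the NOD1 agonist gamma-tri-DAP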
GPR55 beta-arrestin = selective activators of receptor GPR55 – imaging, U2OS cells, beta-arrestin-GFP redistribution, primary screen (AID 1961). 290,000 compounds, 0.048% hits. U2OS GPR55 beta-arrestin-GFP redistribution imaging; higher % means a stronger effect. activation, % at 10 µM; hits with a dose series show EC50 in µM;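 active = activation above 40% with more than 50 cells counted in the well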;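 also: U2OS osteosarcoma cells stably expressing GPR55 and beta-arrestin-GFP; plate controls were DMSO negative control for no effect and LPI positive control for full effect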
Dynein transport = blocks dynein driven cargo transport along microtubules | 3617.4 mouse cells, GR-EGFP nuclear translocation imaging; test concentration mostly 20 µM; stimulated with dexamethasone, 1 µM; hits give low values | z-score, hits read low | 220,000 compounds, 0.47% hits;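 active = plate z-score of nuclear minus cytoplasmic receptor signal below a set negative limit, without overly bright fluorescence or cell loss, cut at about -3.5 in these data, passing the limit was not always enough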;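 also: z-score of nuclear minus cytoplasmic ring GR-EGFP intensity difference per well; some compounds called inactive have numbers as strong as hits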
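Buffer or medium: tet-free, stripped-serum medium; reagent: dexamethasone at 1.0 µM final, 30 min; incubation: 48 h induction, 1 h compound, 30 min dex at 37 °C; measured by: formaldehyde fixation, Hoechst nuclear stain, 10x automated fluorescence imaging; read-out: nuclear-to-cytoplasmic GR-EGFP distribution per well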
NOD2 inhibition = inhibition of NOD2-driven NF-kB reporter – cell-based, luminescence, uHTS, HEK293 (AID 1566); inhibition, % at 4 µM, or EC50 in µM where a hit was titrated; 290,000 compounds, 0.63% hits; HEK293 NOD2/NF-kB luciferase reporter, luminescence; higher % means a stronger effect; also: many of its hits are not listed in these tables
KOR beta-arrestin-1 = KOR antagonists, beta-arrestin recruitment, cell-based, luminescence, uHTS (AID 1778) | KOR beta-arrestin recruitment, luminescence, antagonist mode; higher % means a stronger effect | inhibition, % at 10 µM; hits with a dose series show IC50 in µM | 290,000 compounds, 0.091% hits; also: strong numbers were not always called active
AID2073 = disruptors of CaV2.2 binding to Mint1 – biochemical, HTRF (AID 2073); HTRF protein-protein interaction, Mint1-CaV2.2; higher % means a stronger effect; inhibition, % at 20 µM; hits with a dose series show IC50 in µM; 290,000 compounds, 0.19% hits; in the data active = inhibition mostly above about 51%, no sharp cut-off; also: some results filed as inactive read as strong as hits
KOR beta-arrestin-2 = kappa opioid receptor activators – cell-based, luminescence, uHTS, primary screen (AID 1777). KOR beta-arrestin recruitment, luminescence; higher % means a stronger effect. activation, % at 10 µM, or EC50 in µM where a hit was titrated. 280,000 compounds, 0.02% hits; in the data active = activation above about 50%, passing the limit was not always enough; also: a part of the inactive calls stands beside numbers as strong as those of hits
M17LAP inhibition = P. falciparum M17LAP inhibitors, primary screen, biochemical, fluorogenic H-Leu-NHMec substrate, 1536-well (AID 1619); recombinant M17LAP, H-Leu-NHMec fluorogenic kinetic assay; higher % means a stronger effect; inhibition, % at 30 µM; hits with a dose series show IC50 in µM; 220,000 compounds, 0.38% hits;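 active = compound inhibiting the enzyme by more than half at any dose during confirmatory dose-response retesting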;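 also: plate controls were full reaction with DMSO carrier for no effect and no enzyme background for full effect; strong numbers were not always called active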
P. falciparum M1AAP = P. falciparum M1AAP inhibitors, biochemical, fluorogenic H-Leu-NHMec substrate, 1536-well (AID 1445); recombinant M1AAP, H-Leu-NHMec fluorogenic kinetic assay; higher % means a stronger effect; one-dose inhibition, % at 30 µM; IC50 in µM for titrated hits; 220,000 compounds, 0.42% hits;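 active = primary inhibition above the hit cutoff, then over 50% inhibition at one or more dose response concentrations, cut at about 23% in these data, passing the limit was not always enough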;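 also: plate controls were DMSO full reaction for no effect and no enzyme background for full effect; strong numbers were not always called active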
Dynein transport cytoplasmic EGFP = recorded beside Dynein transport, whose call it bears; z-score; measured here: cytoplasmic GR-EGFP intensity; hits give high values
Dynein transport nuclear GR-EGFP = second read-out of Dynein transport, no call of its own (marks repeat the call); z-score; measured here: nuclear GR-EGFP intensity;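 lower value marks the stronger effect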
Dynein transport cell count = second read-out of Dynein transport, no call of its own (marks repeat the call); z-score; measured here: cell count per field
The depositor's hits bear a star; nt = not tested or not shown; [ ] = dose if it differs, or a comment. Rule as the data show it, unless noted: active = inhibition above about 50%; inactive = the rest. Some of the compounds tested; count on the stated rates, not on these rows.

SMILES | NOD1 NF-kB reporter | GPR55 beta-arrestin | Dynein transport | Dynein transport cytoplasmic EGFP | Dynein transport nuclear GR-EGFP | Dynein transport cell count | NOD2 inhibition | KOR beta-arrestin-1 | AID2073 | KOR beta-arrestin-2 | M17LAP inhibition | P. falciparum M1AAP
O=C(Nc1ccc(OCc2ccccc2)cc1)c1cccnc1 | -53.9% | -0.2% | -0.0866 | -0.0994 | 0.306 | -0.0492 | 2.8% | 11.7% | -6.4% | -4.7% | -2.0% | 0.6%
O=C(CCNC(=O)N1CCn2c1nc1ccccc12)NCc1ccc(F)cc1 | -3.5% | -0.2% | nt | nt | nt | nt | 17.9% | nt | -5.4% | nt | nt | nt
O=C(c1cccnc1)C1Cc2ccccc2C1=O (centres undefined) | 15.5% | -0.1% | 0.0171 | -0.246 | -0.397 | 1.02 | 2.7% | 24.9% | 14.3% | 3.6% | 0.3% | 7.8%
O=C(c1ccccc1)c1c(O)nc(-c2ccccc2)n(-c2ccccc2)c1=O | -14.2% | 0.1% | -0.563 | -0.265 | -0.427 | 0.756 | -13.2% | -1.0% | -0.9% | 4.6% | -0.8% | 8.8%
O=[N+]([O-])c1c(NCCCO)cc(SCc2ccco2)c2nonc12 | -33.1% | 0.9% | -3.52* | 0.469* | -2.02* | 0.319* | 0.1% | 11.8% | 32.9% | -2.5% | -41.0% | 8.0%
COc1ccc(C2c3ccc4ccccc4c3Oc3ncn(CCO)c(=N)c32)cc1OC (centres undefined) | -7.6% | 0.0% | nt | nt | nt | nt | 3.6% | -19.5% | -6.7% | 0.3% | nt | nt
Cc1cc(C(=O)COC(=O)CCCN2C(=O)c3ccccc3C2=O)c(C)n1C | -6.2% | -0.2% | -0.796 | -0.21 | -0.245 | 0.863 | 11.3% | -7.7% | -5.5% | -0.5% | 0.9% | -0.5%
CCN(CC)c1ccc(S(=O)(=O)N2CCOCC2)cc1NC(=O)CN1C(=O)NC2(CCCC2)C1=O | -29.1% | 0.4% | nt | nt | nt | nt | 4.9% | -13.3% | 0.1% | 0.6% | nt | nt
COc1cc(NC(=O)c2nnn(Cc3ccc(SC)cc3)c2N)cc(OC)c1 | -40.9% | -0.1% | -0.154 | -0.206 | -0.0218 | 0.066 | -0.7% | 32.5% | -4.6% | 3.3% | -9.7% | 2.4%
Cc1cccc(NC(=S)/N=C(\N)Nc2nc(C)c3ccc(C)cc3n2)c1 | -26.8% | -0.1% | 3.65 | -0.145 | 1.22 | -1.8 | 13.0% | -61.7% | 11.8% | 8.0% | 2.2% | 3.2%
O=C(Nc1cc(-c2ccccc2)[nH]n1)c1ccccc1 | -12.0% | -0.2% | 0.844 | -0.134 | 1.54 | -1.74 | -128.2% | -1.5% | -9.0% | 2.0% | 1.0% | 0.6%
O=C1CCCCC1Sc1nnc(Nc2ccccc2)s1 (centres undefined) | -22.5% | 0.5% | -0.547 | -0.312 | -0.0316 | 0.673 | -35.1% | -7.8% | 2.6% | -3.3% | 16.7% | 8.3%
CN1CCNC(=O)C1CC(=O)NCCC1=CCCCC1 (centres undefined) | -19.2% | -0.2% | 1.21 | -0.197 | 0.751 | -0.986 | -2.8% | -4.2% | -1.4% | -6.5% | -6.7% | 4.4%
COc1cc(CC(=O)N(c2ccccc2)c2nc(C)cs2)cc(OC)c1OC | -32.4% | -0.2% | 1.72 | -0.255 | 1.93 | -1.84 | -8.9% | -26.9% | 5.8% | 0.9% | -5.4% | -0.4%
C=C(C)C1CC=C(C)/C(=N/NC(=O)c2ccc(NC(=O)c3cccc(C)c3)cc2)C1 (centres undefined) | 8.6% | 0.2% | 0.242 | -0.378 | 0.27 | 0.558 | 12.4% | -22.3% | 11.6% | 2.1% | 5.1% | 4.6%
COc1ccc(N(C)C(=O)c2cn(CC(C)C)c(=O)c3cc(OC)c(OC)cc23)c(OC)c1 | 1.9% | -0.1% | nt | nt | nt | nt | 1.1% | -19.0% | -10.5% | 6.5% | nt | nt
CCOC(=O)C1CCN(C(=O)COC(=O)Cc2ccc(Cl)cc2)CC1 | -6.4% | -0.1% | nt | nt | nt | nt | 4.7% | 25.0% | 9.6% | -7.3% | nt | nt
O=C(Nc1ccccc1OC(F)F)c1cc2c(s1)CCC2 | -41.7% | -0.1% | -0.0475 | -0.0528 | -0.108 | 0.0854 | -24.0% | 24.7% | 39.1% | -0.4% | 2.5% | 10.8%
CN(C1CCCC1)C1CCN(C(=O)CNC(=O)/C=C/c2ccc(F)cc2)CC1 | -2.0% | 0.7% | 1.21 | -0.156 | 1.13 | -1.63 | 8.4% | -17.9% | 2.0% | 20.7% | -0.9% | 3.4%
C=CCn1c(SCC(=O)NCc2ccccc2)nnc1-c1cc(Br)ccc1O | -0.7% | -0.2% | -0.123 | -0.237 | -0.0512 | -0.261 | 5.8% | -24.5% | 0.6% | -4.7% | -6.1% | 10.0%
CCN(CC)C(=O)CSc1nnc(-c2ccc(F)cc2)n1N | -5.9% | -0.2% | -0.226 | -0.34 | -0.0676 | 0.155 | 6.9% | -14.9% | -1.5% | -3.2% | -5.2% | -3.8%
CC(OC(=O)c1ccc(C(C)(C)C)cc1)C(=O)NC1CCCCC1C (centres undefined) | -12.1% | -0.2% | nt | nt | nt | nt | 6.8% | -35.2% | 7.4% | 5.2% | nt | nt
COc1ccc(-n2nnnc2SCC(=O)NC2CCCC2)cc1OC | -5.3% | 0.5% | nt | nt | nt | nt | 25.0% | 12.2% | 5.1% | -4.8% | nt | nt
COC(=O)c1nonc1NCn1nnc2ccccc21 | -0.6% | 0.0% | -0.388 | -0.205 | -0.235 | 0.561 | 11.2% | 3.3% | -5.0% | 5.9% | 26.3% | -2.4%
O=C(CSc1nccc(=O)[nH]1)NCc1ccc(Cl)cc1 | -12.8% | -0.6% | -0.546 | 0.823 | 0.00536 | 0.175 | 10.2% | -16.1% | -13.1% | 11.7% | -0.3% | 2.4%
Cc1occc1C(=O)NNC(=O)c1nn(C)c(=O)c2ccccc12 | -46.5% | -0.3% | 2.64 | -0.193 | 1.15 | -1.93 | 6.6% | -17.3% | -9.4% | -3.1% | -0.5% | -3.8%
CN(C)CCCN(C(=O)c1ccc(S(=O)(=O)N(C)C2CCCCC2)cc1)c1nc2ccc(Br)cc2s1 | -27.1% | 0.3% | nt | nt | nt | nt | 1.6% | -17.2% | 14.6% | 4.8% | nt | nt
CC1CN(C(=O)c2cnn3c(C(F)F)cc(-c4ccccc4)nc23)CC(C)O1 (centres undefined) | -14.9% | -0.2% | -0.754 | -0.237 | -0.228 | 0.627 | 2.6% | 0.1% | 15.8% | 9.1% | -4.5% | 3.1%
CSc1ccc(CN(C)C(=O)c2cc3ccccc3o2)cc1 | -35.0% | 0.3% | nt | nt | nt | nt | -9.9% | -1.4% | -3.6% | -1.4% | nt | nt
CCOc1cc(N2CCOCC2)c(OCC)cc1NC(=O)CN1C(=O)NC2(CCCCCCC2)C1=O | -24.6% | -0.6% | 0.203 | -0.163 | 0.355 | -0.349 | 0.3% | -24.2% | 14.3% | -0.9% | 4.2% | 6.6%

Reprinted from the part before: 2 entries; new compounds follow.
SMILES | NOD1 NF-kB reporter | GPR55 beta-arrestin | Dynein transport | Dynein transport cytoplasmic EGFP | Dynein transport nuclear GR-EGFP | Dynein transport cell count | NOD2 inhibition | KOR beta-arrestin-1 | AID2073 | KOR beta-arrestin-2 | M17LAP inhibition | P. falciparum M1AAP
CSc1ccc(CN(C)C(=O)c2cc3ccccc3o2)cc1 | -35.0% | 0.3% | nt | nt | nt | nt | -9.9% | -1.4% | -3.6% | -1.4% | nt | nt
CCOc1cc(N2CCOCC2)c(OCC)cc1NC(=O)CN1C(=O)NC2(CCCCCCC2)C1=O | -24.6% | -0.6% | 0.203 | -0.163 | 0.355 | -0.349 | 0.3% | -24.2% | 14.3% | -0.9% | 4.2% | 6.6%
CCc1ccc(NC(=O)CCCN2C(=O)C3CC=CCC3C2=O)cc1 (centres undefined) | 8.7% | -0.1% | nt | nt | nt | nt | -12.7% | 33.0% | 9.1% | -0.2% | nt | nt
CCC(O)(CCN1CCCCC1)c1ccccc1 (centres undefined) | -37.4% | 0.0% | -1.03 | 0.0459 | -0.177 | 0.614 | 12.5% | -14.2% | -0.7% | -0.3% | 2.6% | 1.1%
CCCCc1ccc(NS(=O)(=O)c2cccs2)cc1 | -28.7% | -0.3% | -1.28 | -0.38 | -0.42 | 0.707 | -6.1% | -22.2% | 42.7% | 12.0% | 6.0% | -1.6%
Cc1cc(C)nc(N2CCCC(C(=O)NCCc3ccc(F)cc3)C2)n1 (centres undefined) | 7.7% | -0.2% | -0.837 | -0.378 | -0.131 | 0.715 | 7.9% | 1.1% | 5.9% | 0.1% | 5.0% | 4.7%
CCC(CC)c1nnc(NC(=O)C23CC4CC(CC(NC(C)=O)(C4)C2)C3)s1 | -29.5% | -0.1% | nt | nt | nt | nt | 11.3% | -8.5% | 8.6% | 6.6% | nt | nt
O=C(Nc1ccc(Cl)cc1)c1cccc(OC(=S)N2CCOCC2)c1 | 15.9% | -0.1% | nt | nt | nt | nt | 30.9% | -18.9% | 7.2% | 7.2% | nt | nt
CCn1cc(C(=O)O)c(=O)c2cnc(N3CCN(C(=S)NC(=O)c4ccc(Cl)cc4)CC3)nc21 | -3.9% | 0.6% | -0.305 | -0.249 | 0.429 | 0.344 | 6.7% | -19.8% | -5.0% | 4.3% | 5.7% | 4.7%
O=C(Nc1ccc(Cl)cc1)Nc1cnccn1 | -17.2% | 0.8% | -0.748 | -0.343 | -0.354 | 1.33 | -6.3% | -10.3%[20 µM] | -2.4% | 0.5% | -8.5% | -1.9%
Cc1ccc(/C=C/C(=O)c2ccc(O)cc2)cc1 | -2.1% | -0.3% | -0.572 | -0.0547 | -0.334 | 0.658 | -32.6% | 34.0% | -1.1% | 5.4% | 4.0% | -0.6%
CN(CCOc1ccc(Br)cc1)CC(O)c1ccccc1 (centres undefined) | 27.0% | 0.0% | nt | nt | nt | nt | -42.9% | -25.9% | 7.4% | 6.2% | nt | nt
COc1cccc(CC(C(=O)Nc2cc(C)ccc2C)c2nn[nH]n2)c1OC (centres undefined) | -3.8% | 0.1% | -0.583 | -0.15 | -0.23 | 0.217 | -0.8% | -32.1% | 19.3% | 4.2% | 0.5% | 3.0%
CC1CCN(C(=O)Cn2c3ccccc3c3nc4n(c(=O)c32)CCS4)CC1 | 6.3% | -0.2% | nt | nt | nt | nt | 11.8% | -21.5% | 19.7% | -0.6% | nt | nt
